# Bioassay records: PubChem, Broad Institute
# PGC1a acetyl inh = PGC1a acetylation modulation, inhibitor mode | U2OS PGC1a acetylation, AlphaScreen anti-acetyl-lysine; with virally co-expressed GCN5 acetyltransferase | 350,000 tested, 0.17% active | inhibition, % at 15.6 µM;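 active = every replicate shows inhibition of at least 40%; inconclusive = mean inhibition at least 40% but some replicate below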;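 also: 0% = neutral control wells and 100% = positive control wells; some results beyond the cut were filed as inactive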
# ERAP1 HTS inh = ERAP1 (human) enzyme inhibition; Q9NZ08; recombinant ERAP1, Leu-AMC fluorescence, 60 min; inhibition, % at 10.7 µM; 340,000 tested, 0.15% active; AID 652197;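 active = mean replicate inhibition of at least 30%, or all replicates individually reaching that 30% level; inactive = mean below 30% and not every replicate reaching it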;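 also: 0% = neutral control wells and 100% = L-leucinethiol positive control wells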
# Target sequence (Q9NZ08 whole entry, looked up): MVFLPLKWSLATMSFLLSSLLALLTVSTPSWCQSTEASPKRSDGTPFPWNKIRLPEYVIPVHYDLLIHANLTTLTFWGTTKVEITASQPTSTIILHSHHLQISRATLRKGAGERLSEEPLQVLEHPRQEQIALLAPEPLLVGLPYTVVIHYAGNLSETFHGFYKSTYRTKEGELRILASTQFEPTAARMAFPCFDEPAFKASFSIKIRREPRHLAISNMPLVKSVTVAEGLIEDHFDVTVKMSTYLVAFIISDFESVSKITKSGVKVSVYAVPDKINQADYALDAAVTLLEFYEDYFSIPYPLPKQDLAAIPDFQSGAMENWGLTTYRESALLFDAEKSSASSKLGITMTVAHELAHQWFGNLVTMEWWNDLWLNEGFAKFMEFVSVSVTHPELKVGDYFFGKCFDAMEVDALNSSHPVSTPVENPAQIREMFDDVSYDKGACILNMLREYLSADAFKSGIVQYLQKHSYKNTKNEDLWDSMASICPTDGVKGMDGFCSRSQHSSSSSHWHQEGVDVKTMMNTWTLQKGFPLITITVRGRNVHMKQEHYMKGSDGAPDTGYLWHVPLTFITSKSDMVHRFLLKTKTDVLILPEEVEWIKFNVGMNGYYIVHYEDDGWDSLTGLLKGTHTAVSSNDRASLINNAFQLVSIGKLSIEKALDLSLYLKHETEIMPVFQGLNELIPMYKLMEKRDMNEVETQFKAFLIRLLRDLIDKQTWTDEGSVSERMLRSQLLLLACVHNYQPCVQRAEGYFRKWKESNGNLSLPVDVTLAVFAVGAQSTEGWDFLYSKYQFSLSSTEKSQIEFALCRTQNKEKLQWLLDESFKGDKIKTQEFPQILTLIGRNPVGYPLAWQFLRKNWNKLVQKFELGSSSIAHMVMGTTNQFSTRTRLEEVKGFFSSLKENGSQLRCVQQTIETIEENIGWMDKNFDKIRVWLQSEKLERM
# PAX8 inh HTS = lowers PAX8-driven luciferase in RMG-I cells. RMG-I TPO-luciferase reporter, SteadyGlo, 24 h. inhibition, % at 12.6 µM. 360,000 tested, 1.2% active. AID 652154;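 active = mean replicate inhibition at least 60% with every replicate also reaching 60%; inconclusive = only one of the two criteria is met; inactive = mean below 60% and not all replicates reaching 60%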;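 also: luciferase light reporting Pax8 driven TPO promoter activity; plate controls were median of neutral control wells for no effect and mitoxantrone controls for full effect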
# PglD inh = PglD (C. jejuni) enzyme inhibition; 360,000 tested, 0.098% active; inhibition, % at 12.5 µM; AID 602405; purified PglD enzyme, DTNB colorimetric CoA detection; in the data active = inhibition above about 16%, passing the limit was not always enough; inconclusive = no clear call, values can overlap the other calls; also: strong numbers were not always called active
# EWS-Fli block = inhibitors of EWS/Fli oncoprotein transcriptional activity. A673 NR0B1-luciferase reporter, viability-normalised. inhibition, % at 12.6 µM. 350,000 tested, 0.67% active;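 active = mean inhibition of at least 50% after viability correction, with every replicate also passing that limit; inconclusive = mean reaches 50% but only one of two replicates passes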;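 also: firefly luciferase signal divided by Alamar Blue viability fluorescence both relative to DMSO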
# LGR2 antag = blocks bursicon-induced cAMP signaling via Drosophila LGR2; AID 720647; inhibition, % at 9.99 µM; 380,000 tested, 0.35% active; HEK293 LGR2, CRE-luciferase, bursicon-stimulated, 4 h;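 active = drop in luminescence signal, shown as inhibition above about 50% in the replicate tests, limit read from the data, passing the limit was not always enough; inconclusive = probably only some replicates passing the limit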;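 also: agonist challenge used bursicon conditioned medium at about half maximal strength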
# FN deposit inh = fibronectin deposition inhibition. AH1F fibroblasts, Alexa488-fibronectin deposition fluorescence, overnight. inhibition, % at 12.6 µM. 350,000 tested, 0.086% active;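 active = mean inhibition across replicates of 30% or more, regardless of how many single replicates reach that level; inconclusive = mean under 30% yet at least half of replicates reach 30%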;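 also: positive control wells lacked labelled fibronectin entirely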
#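 Assay system: AH1F fibroblasts / Quantity: 10000 cells per well / Medium: DMEM plus 2% serum, read in PBS / Reagent: labelled fibronectin 24 nM / Dosing: single dose, pinned / Times: 1 h cell attachment, overnight exposure to compound and label / Signal: fluorescence, ex 485 nm, em 525 nm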
# S100A4 inh HTS = inhibitors of human S100A4 binding to myosin IIA peptide; P26447; inhibition, % at 10.7 µM; 360,000 tested, 0.14% active; S100A4/TAMRA-MyoIIA peptide fluorescence polarization;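 active = mean inhibition of at least 70% across replicates, with every replicate also reaching that level; inconclusive = mean inhibition reaches 70% but some replicates fall short; inactive = mean inhibition below 70%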
# Target sequence (P26447 whole entry, looked up): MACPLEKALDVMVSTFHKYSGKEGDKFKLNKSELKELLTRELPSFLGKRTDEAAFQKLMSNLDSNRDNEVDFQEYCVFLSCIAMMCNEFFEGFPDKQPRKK
#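 Compound dosing: one dose per compound; test system: human S100A4 monomer with TAMRA-labelled myosin IIA peptide; probe or stimulus: TAMRA-labelled myosin IIA heavy-chain peptide probe, 5 nM; medium: HEPES buffer with Ca2+, pH 7.2; schedule: 5 min incubation before reading; benchmarks: neutral control DMSO, positive control TFP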
# The depositor's hits bear a star; ? = inconclusive; . = not tested or not shown. Random draw from the library; any-hit rate near 2.1%.
# The first two entries, ahead of the listing:
SMILES,PGC1a acetyl inh,ERAP1 HTS inh,PAX8 inh HTS,PglD inh,EWS-Fli block,LGR2 antag,FN deposit inh,S100A4 inh HTS
O=C(C1CCOCC1)N1[C@H](CO)[C@H]2c3ccccc3NC[C@H]21,6,1,-2,-2,-2,18,.,-8
O=C(OCc1c(-c2ccccc2)ncc2ccccc12)c1ccc(Cl)cc1Cl,1,4,6,-3,-16,2,15,1

# Results, previewed entries included:
SMILES,PGC1a acetyl inh,ERAP1 HTS inh,PAX8 inh HTS,PglD inh,EWS-Fli block,LGR2 antag,FN deposit inh,S100A4 inh HTS
O=C(C1CCOCC1)N1[C@H](CO)[C@H]2c3ccccc3NC[C@H]21,6,1,-2,-2,-2,18,.,-8
O=C(OCc1c(-c2ccccc2)ncc2ccccc12)c1ccc(Cl)cc1Cl,1,4,6,-3,-16,2,15,1
COc1ccc2c3c([nH]c2c1)[C@H](CO)N(C(C)=O)CC31CN(Cc2cc(-c3ccccc3)on2)C1,-4,0,.,.,11,-27,.,-8
Cc1cc(C)c(NC(=O)Cn2c(=O)c3cccn3c3ccccc32)c(C)c1,2,2,-4,0,.,0,0,0
COC(=O)C[C@@H]1C[C@H]2c3cc(N)ccc3O[C@H]2[C@H](CO)O1,-3,-1,1,0,1,.,2,3
CCN(CC)C(=O)CSc1nnc(COc2ccccc2)n1N,.,-2,12,.,2,18,-14,1
COc1ccc(C(=O)NCC2CCCO2)cc1S(=O)(=O)NCc1ccc(Cl)cc1 (stereo not given),7,1,-7,-6,4,6,-6,2
CNC(=O)c1c(NC(=O)c2ccc(S(=O)(=O)N3CCCc4ccccc43)cc2)sc2c1CCN(C)C2,0,-5,26,-5,-4,7,4,2
Cc1noc(C)c1NC(=O)N(C)C[C@H]1OCCCC[C@@H](C)Oc2ccc(NC(=O)Nc3cccc4ccccc34)cc2C(=O)N([C@H](C)CO)C[C@@H]1C,12,.,0,-2,-14,-10,.,.
Cc1ccc(S(=O)(=O)Nc2ccc3c(c2)C(=O)N([C@@H](C)CO)C[C@@H](C)[C@H](CN(C)C(=O)Nc2ccc(C(F)(F)F)cc2)OCCCC[C@@H](C)O3)cc1,-8,8,40,2,12,-1,3,0
Cc1ccc2nc(-c3ccc(Cl)cc3)c(Cc3cccc(F)c3)n2c1,.,-2,-170,.,-105,-73,8,-4
Cc1ccnc(Nc2nc(-c3ccccc3)cs2)c1,2,-3,-181,-2,-109,17,11,-10
CCNC(=S)N/N=C/c1cccc(C)c1,.,2,-58,.,-14,-57,-1,32
O=C(Nc1cccc(F)c1)N1CCCCN2[C@H](C1)[C@@H](c1ccc(C#Cc3cccnc3)cc1)[C@@H]2CO,-15,1,-13,0,15,8,-7,5
COc1ccc(/C=C(\NC(=O)c2ccccc2)C(=O)N/N=C/c2sccc2C)cc1,.,1,27,-3,-4,-5,-4,10
C[C@H](CO)N1C[C@H](C)[C@H](CN(C)S(=O)(=O)c2ccc(Cl)cc2)Oc2ccc(NC(=O)CCN3CCOCC3)cc2CC1=O,5,0,.,3,-8,3,.,-4
O=S(=O)(c1ccc(Cl)cc1)N1CCc2ccccc21,.,2,0,-2,7,19,0,-84
CC(=O)C1=NN(c2ccc(Cl)cc2)C(c2ccc3c(c2)OCO3)N(C(C)=O)N1C (stereo not given),-19,-2,-3,.,-2,18,12,-3
COc1cccc(CN2CC3(CN(CC4CC4)C3)c3c([nH]c4cc(OC)ccc34)[C@H]2CO)c1,.,-5,.,.,22,2,.,5
O=S(=O)(NCCN1CCCC1)c1ccc(C(F)(F)F)cc1,0,3,-8,5,7,7,-4,-4
Cc1ccccc1NC(=O)/C(C#N)=C\c1cc(C)n(-c2ccc(C(=O)O)cc2)c1C,?,15,-8,.,-16,11,8,-2
CC(=O)N(C)C[C@@H]1Oc2ncc(-c3ccc(C)cc3)cc2C(=O)N([C@@H](C)CO)C[C@H]1C,1,2,.,-2,-2,5,.,-13
COc1ccc2nc(/C(C#N)=C\c3ccc(C(=O)O)cc3)[nH]c2c1,.,9,28,.,4,16,10,-5
C[C@@H]1CN([C@@H](C)CO)C(=O)c2cc(NC(=O)Nc3ccccc3)ccc2O[C@@H](C)CCCCO[C@@H]1CN(C)C(=O)c1ccccc1,-8,-6,-1,9,-14,12,-7,25
COc1cccc2[nH]c3c(N4CCC5(CC4)OCCO5)ncnc3c12,.,.,5,.,-23,-3,-2,2
Cc1ccc(-c2cc(C(=O)N3CCN(c4ccccc4O)CC3)c3ccccc3n2)cc1,-5,-4,-61,-7,-66,-1,-12,-3
COC(=O)c1oc2c(c1C)C(=O)CCC2,11,-3,4,2,3,-1,2,7
CO[C@@H]1CN(C)C(=O)c2ccc(NC(=O)NC(C)C)cc2OC[C@@H](C)N(S(C)(=O)=O)C[C@@H]1C,0,-2,-6,.,-17,8,-7,-5
O=C(COc1cccc2c1CCN(Cc1ccc(Br)cc1)C2=O)N1CCOCC1,.,0,8,.,-3,3,3,-6
C=CCSc1cc(C)nc2c(-c3ccc(Cl)cc3)c(C)nn12,-1,1,.,-1,-1,-1,.,12
COc1ccc([N+](=O)[O-])cc1NC(=O)COC(=O)Cc1cc(OC)c(OC)c(OC)c1,.,.,-4,-6,.,0,3,.
Cc1nc(C)c(CC(=O)N/N=C/c2ccc(O)cc2)c(=O)[nH]1,.,1,23,.,6,8,-1,0
Cc1cc(NC(=O)c2cc3n(n2)C(C(F)(F)F)CC(c2ccc(Cl)c(Cl)c2)N3)no1 (stereo not given),-6,.,24,4,.,.,1,.
COc1ccc(C(C)=O)c(Oc2cc(NN3CCCCC3)c([N+](=O)[O-])cc2[N+](=O)[O-])c1,.,-1,-18,3,3,-1,8,-2
N#CCCN(Cc1ccccc1)C(CCc1ccccc1)C(=O)NC1CCCCC1 (stereo not given),-23,-3,-8,3,13,4,-3,-4
COc1ccc(S(=O)(=O)N2CCOCC2)cc1NC(=O)/C=C/c1ccc(F)cc1,-9,0,-11,-2,-4,-9,0,3
COC(=O)N1C[C@H](OCc2ccc3c(c2)OCO3)[C@H]2C[C@@H]1c1ccccc1O2,.,2,-7,.,-7,9,19,7
COc1ccccc1C#Cc1ccc([C@@H]2[C@H](CO)N3CCCCN(CCC(F)(F)F)C[C@@H]23)cc1,-12,-1,-22,1,2,7,.,-9
Cc1ccc(C(=O)C2=C(O)C(=O)N(Cc3cccnc3)C2c2ccc(OC(C)C)cc2)o1 (stereo not given),.,-2,-11,-1,.,1,2,6
CC1CCN(c2c(NCC3CCC(C(=O)NCCC4=CCCCC4)CC3)c(=O)c2=O)CC1 (stereo not given),-1,0,19,.,5,0,-4,-1
CN(C)c1nc(SCC(=O)Nc2ccccc2)nc(N2CCOCC2)n1,7,-4,5,.,-3,-2,-2,-4
O=S(=O)(Nc1cccc(-c2cn3c(n2)SCC3)c1)c1ccc(F)cc1F,.,24,7,3,-24,3,-4,-2
O=C(NCc1cccc(C(F)(F)F)c1)C1CC(c2cccc(F)c2)=NO1 (stereo not given),4,-2,-30,4,-1,-21,1,-4
COc1ccc(CN(C)C[C@@H]2Oc3ccc(NC(=O)Cc4ccccc4)cc3C(=O)N([C@H](C)CO)C[C@H]2C)cc1,8,-2,-2,11,.,-31,.,9
Cc1ccc(S(=O)(=O)N2CCN(C(=O)CCn3cncn3)CC2)cc1,-1,-2,-5,-5,.,6,-11,1
CCOC1=C2CN(S(=O)(=O)c3ccc(C)cc3)[C@@H](c3ccc(CC)cc3)C[C@H]2[C@H]2C(=O)N(c3ccccc3)C(=O)[C@H]2C1,-14,.,16,2,-7,-3,.,-2
CC(C)NC(=O)N1[C@H](CO)[C@@H]2c3ccccc3N(C)C[C@@H]21,-2,.,6,2,-7,-1,6,.
COc1ccccc1Cc1c(-c2ccc(C#N)cc2)nc2c(C)cc(Br)cn12,-3,-3,20,0,4,-33,-7,3
CCCCCCN1CCN(C2CN(Cc3cn(Cc4ccc(C)cc4)nn3)S(=O)(=O)C2)CC1 (stereo not given),.,-4,3,.,10,20,-7,-2
Cc1cc(F)ccc1S(=O)(=O)NCC(c1ccc2c(c1)OCO2)N1CCOCC1 (stereo not given),9,-1,-11,-1,2,-12,-3,3
COc1ccc(S(=O)(=O)Nc2ccc3c(c2)CC(=O)N([C@@H](C)CO)C[C@H](C)[C@H](CN(C)S(C)(=O)=O)O3)cc1,3,1,-17,1,-9,-5,-1,-28
CC(=O)Nc1cccc(NC(C)=C(C#N)C#N)c1,.,.,-7,-2,.,-12,6,.
CCSc1nnc(NC(NC(C)=O)(C(F)(F)F)C(F)(F)F)s1,.,0,-20,0,9,-14,-16,-8
COCC(=O)Nc1ccc2c(c1)OC[C@@H](C)N(C(=O)NC(C)C)C[C@@H](C)[C@@H](OC)CN(C)C2=O,-3,-2,8,0,-1,7,-8,9
COc1ccc(S(=O)(=O)N/N=C(/C)c2ccc(Cl)cc2)cc1,-5,-2,.,-4,7,6,.,-1
CCOc1ccccc1N(CC(=O)NC1CCCCC1)S(C)(=O)=O,-1,.,9,-2,.,.,6,.
CO[C@@H]1CN(C)C(=O)c2ccc(NC(=O)C3CC3)cc2OC[C@H](C)N(Cc2cccc(F)c2)C[C@H]1C,-3,.,7,3,4,1,-12,.
COc1ccc(C(C(=O)Nc2ccc3c(c2)OCCO3)n2c(=O)c(-c3ccco3)nc3ccccc32)cc1 (stereo not given),.,-7,22,.,-28,-8,1,-3
O=C(Cc1ccncc1)Nc1ccc2c(c1)[C@@H]1C[C@H](CC(=O)N3CCOCC3)O[C@@H](CO)[C@@H]1O2,-4,.,-8,1,17,-1,-8,.
CCN(CC)CCNc1ccc(CO)c2oc3ccccc3c(=O)c12,12,-1,-3,-5,20,-9,2,-1

# (list continues)
SMILES,PGC1a acetyl inh,ERAP1 HTS inh,PAX8 inh HTS,PglD inh,EWS-Fli block,LGR2 antag,FN deposit inh,S100A4 inh HTS
CCCCCC1CCC(C(=O)NCCN2CCOCC2)CC1 (stereo not given),0,-8,12,-1,2,16,-8,-2
CCOC(=O)Cn1nc(C)c(NC(=O)c2cccc([N+](=O)[O-])c2)c1C,4,-1,-1,.,0,12,2,5
COc1ccccc1CNC(=O)c1ccc(Cl)c(NC2=NC3CS(=O)(=O)CC3S2)c1 (stereo not given),.,2,-1,6,0,18,8,1
C(=N\N=C\c1ccncc1)/c1ccncc1,8,-3,-2,-1,7,-24,-7,6
O=C(C[n+]1cc(Br)cc2ccccc21)c1ccc(F)cc1,0,-3,15,-2,26,6,-10,-22
COc1ccc2ccccc2c1/C=N/NC(=O)CC1(C)OCCCO1,.,0,-19,.,-2,0,-10,-3
Cc1ccccc1OCCSCc1nc2ccccc2[nH]1,.,0,11,.,-7,-3,-6,-5
CCC(=O)N1C[C@H](O)COC[C@H]2O[C@@H](CC(=O)NCc3ccc(Oc4ccccc4)cc3)CC[C@@H]21,1,-5,-9,0,-4,-5,6,-14
CCC(=O)N(c1nnc(SCC(=O)NN2C(=O)NC3(CCCCC3)C2=O)s1)C1CC1,-14,-1,16,-2,4,14,-2,-2
COc1ccc(C2=NN(Cc3ccccc3)C3C(=O)NC(=O)C23)cc1 (stereo not given),-4,1,6,0,-6,-10,3,1
CCN(CC)c1ccc(N)cc1S(=O)(=O)Nc1ccccc1OC,-57,-3,-7,-2,0,-8,9,3
